ER stress rescue: rescue of cells from ER stress-induced death, primary screen, 384-well, CSM14.1, thapsigargin, ATP luminescence (AID 1222). cellular ATP content (survival), % at 20 µM; hits with a dose series show EC50 in µM. 190,000 tested, under 10 active. CSM14.1 thapsigargin-induced death rescue, ATP luminescence; higher % means a stronger effect;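 active = EC50 below 50 µM in the dose-response confirmation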;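 note: death triggered by thapsigargin at about 15 µM added after 2 h compound pretreatment; cell ATP read after overnight thapsigargin exposure of roughly 18 to 22 hours; normalized against plate controls of thapsigargin alone and 5% DMSO vehicle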
KOR beta-arrestin-1: kappa opioid receptor activators – cell-based, luminescence, uHTS, primary screen (AID 1777); KOR beta-arrestin recruitment, luminescence; higher % means a stronger effect; hit rate 0.02% among 280,000; activation, % at 10 µM; hits with a dose series show EC50 in µM; in the data active = activation above about 50%, passing the limit was not always enough; note: a part of the inactive calls stands beside numbers as strong as those of hits
NOD1 NF-kB reporter: NOD1 signaling inhibitors, primary screen, cell-based, luminescence, uHTS (AID 1578); NOD1-driven NF-kB luciferase reporter cells, luminescence; higher % means a stronger effect; inhibition, % at 4 µM; hits with a dose series show EC50 in µM; hit rate 1% among 290,000; in the data active = inhibition mostly above about 36%, no sharp cut-off; inactive = mostly below about 34%;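 note: HEK-293T reporter cells stimulated with the NOD1 agonist gamma-tri-DAP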
NTR1 agonist: NTR1-driven beta-arrestin-GFP spot formation – imaging, U2OS cells, high content, primary screen (AID 493036). P30989. agonist mode. activation, % at 20 µM. hit rate 0.17% among 330,000;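 active = activation at or above 40% of the spot to cytoplasm intensity ratio, with at least 20 cells analyzed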;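 note: 0% = DMSO without peptide and 100% = 100 nM NTR1 peptide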
Target sequence (P30989 whole entry, looked up): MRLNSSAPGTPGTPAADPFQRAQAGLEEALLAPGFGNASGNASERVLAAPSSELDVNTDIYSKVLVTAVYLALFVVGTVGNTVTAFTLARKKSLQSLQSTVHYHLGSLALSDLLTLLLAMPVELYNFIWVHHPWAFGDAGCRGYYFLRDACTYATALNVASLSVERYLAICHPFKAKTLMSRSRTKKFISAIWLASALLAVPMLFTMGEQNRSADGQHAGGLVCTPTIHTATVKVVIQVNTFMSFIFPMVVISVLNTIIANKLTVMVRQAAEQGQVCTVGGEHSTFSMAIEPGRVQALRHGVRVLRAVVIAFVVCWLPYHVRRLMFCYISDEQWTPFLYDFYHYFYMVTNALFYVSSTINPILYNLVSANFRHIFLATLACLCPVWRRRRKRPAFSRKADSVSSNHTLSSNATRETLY
Yfh1-depleted yeast: enhancers of respiration in Yfh1-depleted yeast, dose response, Friedreich's ataxia, plus single-dose screen (AID 1465); fold induction at 50 µM, or EC50 in µM where a hit was titrated; S. cerevisiae Yfh1-off respiration, WST-1 reduction, 72 h; higher fold induction means a stronger effect; hit rate 0.074% among 220,000;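 active = fold induction of absorbance versus untreated yeast above a set limit, then at least 30% activation at any dose in follow-up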;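 note: activators that raise dye reduction in frataxin-depleted yeast; strong numbers were not always called active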
GPR55 activation: selective activators of receptor GPR55 – imaging, U2OS cells, beta-arrestin-GFP redistribution, primary screen (AID 1961). U2OS GPR55 beta-arrestin-GFP redistribution imaging; higher % means a stronger effect. activation, % at 10 µM; hits with a dose series show EC50 in µM. hit rate 0.048% among 290,000;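 active = activation above 40% with more than 50 cells counted in the well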;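 note: U2OS osteosarcoma cells stably expressing GPR55 and beta-arrestin-GFP; plate controls were DMSO negative control for no effect and LPI positive control for full effect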
TNAP activation fold: human TNAP enzyme activators, primary screen, biochemical, luminescent, no phosphate acceptor, uHTS (AID 1001). purified TNAP, luminescent activation assay, no phosphate acceptor; higher activation fold means a stronger effect. activation fold at 20 µM, or EC50 in µM where a hit was titrated. hit rate 0.03% among 200,000; in the data active = activation fold from about 3, or a potency from the dose series; inactive = the rest, 99 in 100 with activation fold below about 1.6; note: many of its hits are not listed in these tables
HEK293 NOD2/NF-kB: NOD2 signaling inhibitors, cell-based, luminescence, uHTS, HEK293 (AID 1566); HEK293 NOD2/NF-kB luciferase reporter, luminescence; higher % means a stronger effect; inhibition, % at 4 µM, or EC50 in µM where a hit was titrated; hit rate 0.63% among 290,000; note: many of its hits are not listed in these tables
KOR beta-arrestin-2: kappa opioid receptor blockers – cell-based, luminescence, uHTS (AID 1778); hit rate 0.091% among 290,000; KOR beta-arrestin recruitment, luminescence, antagonist mode; higher % means a stronger effect; inhibition, % at 10 µM, or IC50 in µM where a hit was titrated; note: strong numbers were not always called active
NTR1 agonist cell count 20 µM: recorded beside NTR1 agonist, whose call it bears; cell count; measured here: cell count, cytotoxicity flag
Active calls of the source: *; i = inactive; · = not tested or not shown; [ ] = another dose, or the depositor's remark. Cut-off read from the data, not from the text of the source, unless noted: active = inhibition above about 50%; inactive = the rest.

SMILES	ER stress rescue	KOR beta-arrestin-1	NOD1 NF-kB reporter	NTR1 agonist	NTR1 agonist cell count 20 µM	Yfh1-depleted yeast	GPR55 activation	TNAP activation fold	HEK293 NOD2/NF-kB	KOR beta-arrestin-2
CCCNC(=O)c1cccc(COc2ccccc2OC)c1	1.2%	-3.5%	-21%	2.5	72	i	0.1%	1.1	-76%	-5%
COc1ccc(N2C(=O)c3ccc(C(=O)Nc4ccccc4OC)cc3C2=O)cc1	·	-0.5%	-2%	-1.4	50	·	-0.2%	·	4%	-2%
O=[N+]([O-])c1ccc(O)c(C=Nc2cccc3ncccc23)c1	2.2%	-4.4%	-27%	-0.3	79	i	0.0%	1.1	-6%	34%
CCN1C(=O)CC(N2CCN(c3ccc(Cl)cc3)CC2)C1=O (stereo not drawn)	-1.3%	-1.5%	4%	-1.6	64	i	-0.2%	1.2	17%	7%
CN(CCC1CCOCC1)C(=O)CC1C(=O)NCCN1CC1CCCCC1 (stereo not drawn)	2.2%	·	-7%	1.4	92	i	0.7%	1.1	0%	-30%[20 µM]
COc1ccc2c(c1)C=CC1(O2)N(CCO)c2ccccc2C1(C)C (stereo not drawn)	-0.5%	22%	14%	6.6	98	i	1.8%	1	3%	6%
Cc1ccccc1OCC(O)CN1CCC(C)CC1 (stereo not drawn)	0.5%	-7.5%	-21%	-1.0	86	i	-0.1%	1	-7%	4%[20 µM]
CCOC(=O)N1CCN(Cc2nc3c(c(=O)[nH]c(=O)n3C)n2Cc2cc(C)ccc2C)CC1	3.4%	-2.5%	-16%	0.8	62	i	0.2%	1	2%	12%
CSCCC(NC(=O)c1ccc(Cl)cc1Cl)C(=O)NNC(=O)c1csc(N2CCOCC2)n1 (stereo not drawn)	·	4.9%	-32%	0.2	66	·	0.3%	·	-18%	-21%
O=C(OCCN1C(=O)c2cccc3c(N4CCOCC4)ccc(c23)C1=O)c1ccccc1Cl	5.8%	1.7%	-32%	·	·	i	0.2%	1	-1%	-32%
CCn1c2ccccc2c2cc(NC(=O)COC(=O)c3ccccc3Br)ccc21	1.2%	9.0%	-24%	1.0	59	i	-0.3%	1.1	5%	-18%
N#Cc1c(N)oc(-c2cccs2)c1-c1cccs1	·	-2.8%	·	-0.1	51	i	-0.1%	1.2	4%	26%
CS(=O)(=O)N1CCC(C(=O)NCc2ccccc2)CC1	-0.1%	-1.6%	-30%	-0.4	67	i	0.3%	1	21%	-27%
COc1cc(NC(=S)N2CCC(C(N)=O)CC2)c(OC)cc1Cl	-0.1%	-3.2%	-25%	0.2	92	i	-0.3%	1.2	-4%	-3%
Cc1ccc(S(=O)(=O)C(C#N)c2nc3ccccc3nc2N2CCCC2)cc1C (stereo not drawn)	1.9%	0.1%	-15%	-0.8	50	i	-0.2%	1.1	5%	-17%
CC(=O)N[C@@H](Cc1ccc(OC(F)(F)F)cc1)C(=O)O	·	-1.2%	-6%	2.5	43	i	0.2%	·	8%	-2%
CN(C)C(=O)CSc1cccc2cccnc12	-3.0%	-5.8%	86%	6.0	59	i	0.0%	1.1	-107%	18%
Cc1cc(=O)[nH]c(SCC(=O)N2C(C)CCCC2C)n1 (stereo not drawn)	·	8.1%	31%	-0.7	54	·	0.5%	·	20%	35%
O=C(CN1C(=O)c2ccccc2S1(=O)=O)NCCC1=CCCCC1	-0.2%	4.7%	-11%	-1.0	59	i	0.1%	1.1	22%	10%
O=C(N1CCOCC1)N1CCC(c2nc(-c3ccc(S(=O)(=O)N4CCOCC4)cc3)no2)CC1	-3.2%	·	-12%	0.6	55	i	-0.2%	1.1	4%	-9%
Cc1ccc(-n2[nH]c(C)c(C=NC34CN5CN(CN(C5)C3)C4)c2=O)cc1C	-3.6%	-1.2%	10%	-0.8	44	i	0.0%	1.1	9%	-18%
COc1cccc(CNC(=O)CCS(=O)(=O)c2cccc3nsnc23)c1	-1.9%	1.2%	-22%	1.1	59	·	-0.1%	1.1	-38%	-11%
CSC(=Nc1ccccc1)C(C#N)c1nc2ccccc2[nH]1 (stereo not drawn)	·	5.6%	-5%	22	40	i	0.1%	·	6%	6%
CCN1CCc2nc(NC(=O)c3ccccc3)sc2C1	-2.3%	-0.2%	-18%	1.0	89	·	-0.2%	1.1	-16%	27%
CCOC(=O)c1c(C=O)c2ccccc2n1CC	-1.8%	-4.4%	-37%	0.5	45	i	0.6%	1.1	4%	-13%

The final 2 compounds of the part before lead into the next.
SMILES	ER stress rescue	KOR beta-arrestin-1	NOD1 NF-kB reporter	NTR1 agonist	NTR1 agonist cell count 20 µM	Yfh1-depleted yeast	GPR55 activation	TNAP activation fold	HEK293 NOD2/NF-kB	KOR beta-arrestin-2
CCN1CCc2nc(NC(=O)c3ccccc3)sc2C1	-2.3%	-0.2%	-18%	1.0	89	·	-0.2%	1.1	-16%	27%
CCOC(=O)c1c(C=O)c2ccccc2n1CC	-1.8%	-4.4%	-37%	0.5	45	i	0.6%	1.1	4%	-13%
O=C(CCCOc1ccc(Cl)cc1Cl)NCc1ccncc1	1.2%	·	-18%	-0.1	60	i	0.0%	1.1	13%	-11%[20 µM]
CCc1cc2c(SCC(=O)Nc3ncc(Cl)c(C)c3Cl)ncnc2s1	-1.2%	-4.4%	19%	1.4	85	i	0.3%	1	16%	17%
NCCNC(=O)Cc1cccc(NC(=O)Cc2ccc(Nc3ncnc4c3ncn4[C@@H]3O[C@H](CO)[C@@H](O)[C@H]3O)cc2)c1	·	3.3%	-7%	5.0	75	i	0.4%	·	-7%	-18%
CN(CCN1CCOCC1)Cc1nc(-c2ccc(Cl)cc2)no1	·	-3.0%	2%	0.0	50	i	-0.2%	·	-1%	-10%
COc1ccc(-c2cc(C(=O)Nc3c(C)n(C)n(-c4ccccc4)c3=O)no2)cc1OC	-0.2%	-2.9%	-16%	-1.0	58	i	0.2%	1.1	4%	-17%
O=C(Nc1cccnc1N1CCOCC1)c1cc2ccccc2oc1=O	-2.0%	-5.9%	-39%	3.1	93	·	0.3%	1.1	-30%	-12%
O=C(c1ccc2c(c1)OCO2)N(CC1CCCO1)C1(C(=O)NC2CCCC2)CCCCC1 (stereo not drawn)	-2.2%	1.5%	6%	5.0	84	i	-0.1%	1.1	-10%	-5%
COc1ccc(NC(=O)C(C)N2c3cccc4cccc(c34)S2(=O)=O)cc1OC (stereo not drawn)	2.7%	1.7%	32%	0.6	49	i	-0.4%	1.1	38%	-8%
CCOC(=O)C1CCN(c2cc3c(cc2NC(=O)c2cc(OC)ccc2Br)n(C)c(=O)n3C)CC1	·	-6.2%	24%	8.8	72	·	0.2%	·	18%	-36%
C/C(=N\NC(=O)c1cccnc1)c1cc(C)oc1C	-1.4%	-0.8%	-18%	-0.5	62	i	-0.2%	1	8%	5%
CCc1nc(N2CCN(C(=O)c3ccccc3)CC2)c(C#N)c2c1COC(C)(C)C2	4.3%	-8.3%	-14%	6.2	23	i	-0.2%	1.1	16%	-2%
CC1=C(C#N)c2nc(N)c(C#N)c(C)c2/C1=C\c1ccc(OCC(=O)O)c(Cl)c1	·	5.2%	-8%	0.5	43	i	0.0%	·	16%	1%
Cc1c(Cl)cccc1NC(=S)NN1CCOCC1	-4.2%	-9.8%	-6%	-1.7	58	i	-0.1%	1.1	8%	21%
Cc1ccc(C)c(NC(=S)NC(NC(=O)N(C)C)C(Cl)(Cl)Cl)c1 (stereo not drawn)	-0.7%	-3.1%	4%	0.0	43	i	0.2%	1.2	1%	1%
N#CCSc1nc2[nH]ncc2c(=O)n1-c1ccccc1Br	0.7%	1.8%	6%	-1.3	73	i	-0.3%	1.1	17%	9%
Cc1ccc(NC(=O)C2C3CCCC2C3c2ccccc2)c(C)c1 (stereo not drawn)	-1.6%	2.7%	-10%	-1.1	41	i	-0.3%	1.1	-6%	16%
Cc1c(NC(=O)c2ccc(S(=O)(=O)N(C)c3ccccc3)cc2)c(=O)n(-c2ccccc2)n1C	0.6%	-1.9%	-23%	0.5	37	i	-0.2%	1	3%	-16%
CCc1ccccc1N=C1SCC(=O)N1C	-0.1%	-0.1%	1%	1.7	52	i	-0.1%	1.1	20%	-4%
O=C(Nc1cccc(F)c1)C1CCN(C(=O)c2ccc(Cl)cc2)CC1	1.7%	-0.6%	-21%	0.0	44	i	-0.2%	1.1	-6%	-12%
Clc1ccc2nc(SCc3nnc(-c4ccccc4)o3)[nH]c2c1	0.5%	-5.2%	4%	0.2	95	·	0.7%	1.1	9%	-30%
CCC1CCCCN1C(=O)Nc1cccc(NC(=O)N2CCCCC2CC)c1 (stereo not drawn)	-1.1%	3.3%	3%	0.9	55	i	-0.1%	1	6%	-46%
COc1ccc(N(C(=O)c2ccc(Br)o2)C2C=CS(=O)(=O)C2)c(OC)c1 (stereo not drawn)	1.3%	-4.6%	-25%	0.6	74	i	-0.3%	1.1	7%	-6%
O=C(N/C(=C\c1cccnc1)C(=O)N1CCOCC1)c1ccco1	-2.0%	7.7%	0%	1.2	81	i	-0.4%	1	-8%	-12%
CCCCNC(=S)N(C)/N=C/c1ccc(OCc2ccc(C(=O)OC)cc2)c(OC)c1	3.0%	-4.2%	-10%	2.5	66	i	0.8%	1	15%	-24%
CSc1ccccc1C(=O)C1CCCN(C(=O)c2cc(C(C)C)no2)C1 (stereo not drawn)	-0.9%	·	-9%	2.5	44	i	6.3%	1	21%	-39%[20 µM]
CCc1ccnc(NC(=O)NS(=O)(=O)c2ccc(C)cc2)c1	·	8.8%	-12%	0.5	53	i	0.2%	·	-9%	-30%
CC1=C(C(=O)OCc2ccccc2)C(c2ccccn2)c2c(n(C)c(=O)n(C)c2=O)N1 (stereo not drawn)	0.9%	-4.4%	-14%	3.0	37	i	0.1%	1.1	-9%	-46%
CC(=O)Nc1nc2ccccc2n1CCOc1ccccc1	-1.6%	1.6%	-6%	-0.5	81	i	0.2%	1.1	-2%	-15%
CC(C)Oc1cccc(C(=O)C2CCCN(C(=O)CCc3cnn(C)c3)C2)c1 (stereo not drawn)	·	8.4%	-55%	0.5	76	·	0.3%	·	-24%	-12%
COc1ccc(-n2c3c(c(=O)[nH]c2=O)C(NS(=O)(=O)c2ccc(Cl)cc2)(C(F)(F)F)C(=O)N3)cc1 (stereo not drawn)	·	1.2%	3%	-0.3	56	i	0.2%	·	22%	-15%

Exported as labelled records: part of the list above.
Molecule: O=C(c1ccc2c(c1)OCO2)N(CC1CCCO1)C1(C(=O)NC2CCCC2)CCCCC1 (stereo not drawn)
  ER stress rescue: -2.2% | KOR beta-arrestin-1: 1.5% | NOD1 NF-kB reporter: 6% | NTR1 agonist: 5.0 | NTR1 agonist cell count 20 µM: 84 | Yfh1-depleted yeast: i | GPR55 activation: -0.1% | TNAP activation fold: 1.1 | HEK293 NOD2/NF-kB: -10% | KOR beta-arrestin-2: -5%

Molecule: Cc1ccc(C)c(NC(=S)NC(NC(=O)N(C)C)C(Cl)(Cl)Cl)c1 (stereo not drawn)
  ER stress rescue: -0.7% | KOR beta-arrestin-1: -3.1% | NOD1 NF-kB reporter: 4% | NTR1 agonist: 0.0 | NTR1 agonist cell count 20 µM: 43 | Yfh1-depleted yeast: i | GPR55 activation: 0.2% | TNAP activation fold: 1.2 | HEK293 NOD2/NF-kB: 1% | KOR beta-arrestin-2: 1%

Screening results (PubChem BioAssay)

The list is partial (hit frequency here may not be typical).
